Screening data from PubChem.
S1P1 ag pot – S1P1 agonists and agonism potentiators, primary screen, cell-based, primary and confirmation screens, CRE-bla reporter; Sphingosine 1-phosphate receptor 1 (Homo sapiens), P21453; S1P1 CRE-bla cells, forskolin, beta-lactamase FRET, potentiator mode; S1P1 agonist co-added at EC20, 2 nM; 100% = saturating reference agonist, 0% = basal; activation, % at 9.5 µM; actives 0.57% (n = 56,000); AID 449, 2006;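 active means activation above a cutoff set at the mean activation of all tested compounds plus 3 SD, cut at about 54% in these data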;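 further: forskolin at 4 µM as EC80 and the EC20 agonist is SEW2871; 100% = SEW2871 at its EC100 plus forskolin at EC80; some compounds past the cut are filed as inactive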
5HT1E antag – 5-HT1E receptor antagonists, primary screen, cell-based, HTS; AID 571, 2007; inhibition, % at 6 µM; actives 0.99% (n = 65,000); 5-hydroxytryptamine receptor 1E (Homo sapiens), P28566; CHO 5-HT1E Ga15 NFAT-bla reporter, FRET, antagonist;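 active means inhibition above a set limit, the mean inhibition across every tested compound plus 3 SD, cut at about 29% in these data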;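 further: signal is the 460 over 535 nm emission ratio of beta-lactamase substrate; 0% = agonist plus DMSO wells and 100% = wells without agonist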
Target sequence (P28566 whole entry, looked up): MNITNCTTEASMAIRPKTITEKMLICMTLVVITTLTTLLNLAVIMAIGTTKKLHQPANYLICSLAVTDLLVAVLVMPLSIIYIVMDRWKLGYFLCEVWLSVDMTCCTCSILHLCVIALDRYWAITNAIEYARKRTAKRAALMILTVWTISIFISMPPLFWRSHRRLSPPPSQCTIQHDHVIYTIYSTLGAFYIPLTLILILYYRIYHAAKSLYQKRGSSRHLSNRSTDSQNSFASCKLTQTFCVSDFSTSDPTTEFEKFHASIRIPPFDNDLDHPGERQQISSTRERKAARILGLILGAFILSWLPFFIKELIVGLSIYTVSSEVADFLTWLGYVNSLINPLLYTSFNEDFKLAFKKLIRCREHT
S1P3 ag – human S1P3 receptor agonists, primary screen, cell-based, primary and confirmation, NFAT-BLA reporter. Sphingosine 1-phosphate receptor 3 (Homo sapiens), Q99500. S1P3 NFAT-BLA reporter cells, agonism, FRET ratio; relative to 1 µM S1P, basal subtracted. activation, % at 4.5 µM. actives 0.1% (n = 60,000);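 active means activation above the screen-wide mean plus 3 SD, cut at about 4.5% in these data, passing the limit was not always enough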; further: some compounds called inactive have numbers as strong as hits
Target sequence (Q99500 whole entry, looked up): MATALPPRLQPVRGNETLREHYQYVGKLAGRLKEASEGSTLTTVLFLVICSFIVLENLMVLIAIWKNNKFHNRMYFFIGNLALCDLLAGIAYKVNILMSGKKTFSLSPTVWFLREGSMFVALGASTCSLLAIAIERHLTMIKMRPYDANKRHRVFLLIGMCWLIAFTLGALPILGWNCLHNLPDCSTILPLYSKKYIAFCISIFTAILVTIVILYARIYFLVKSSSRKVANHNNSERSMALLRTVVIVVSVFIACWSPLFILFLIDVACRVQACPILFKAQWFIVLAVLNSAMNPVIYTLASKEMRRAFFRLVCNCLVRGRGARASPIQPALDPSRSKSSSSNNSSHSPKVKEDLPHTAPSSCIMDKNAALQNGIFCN
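Assay system: CHO cells stably expressing human S1P3, Gα16 and NFAT-β-lactamase reporter. Timing: overnight plating, 4 h compound 37 °C, 2 h substrate RT. Signal: β-lactamase FRET emission ratio 460/535 nm. Measure: percent activation versus median 1 µM S1P response, basal-subtracted, per plate. Repeats: primary screen single test, confirmation screen in triplicate.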
HER2 expr 66K – inhibitors of Her2 protein expression, primary screen, SKBR-3 cells, AlphaScreen, 66K library; Receptor tyrosine-protein kinase erbB-2 (Homo sapiens), P04626; SKBR-3 HER2 protein level, 18-24 h; hits give low values; actives 0.69% (n = 65,000); HER2 level % of control, % at 10 µM;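 active means HER2 level under 5% of the carrier-only control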;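 further: 100% = DMSO carrier and 0% = 500 nM PU-H71 HSP90 inhibitor; lower value means stronger loss of Her2 protein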
HTR1E agonist – 5-HT1E receptor agonists, primary screen, cell-based, HTS. AID 574, 2007. actives 0.69% (n = 65,000). CHO 5-HT1E Ga15 NFAT-bla reporter, FRET; 0% DMSO wells, 100% control agonist wells. 5-hydroxytryptamine receptor 1E (Homo sapiens), P28566. activation, % at 6 µM;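 active means activation above a set limit, the screen-wide mean activation plus 3 SD, cut at about 8.5% in these data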;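 further: 100% = positive control agonist at 1 µM giving full maximal response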
M1 ag – M1 muscarinic receptor agonists, primary screen, CHO-M1 cells, Fluo-4 calcium, agonist mode; Muscarinic acetylcholine receptor M1; Fluo-4 calcium fluorescence; hits give high values; B-score at 10 µM; actives 3% (n = 64,000); AID 626, 2007;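 active means fluorescence rise, raw or as B-score row- and column-corrected plate score, outside the 99.7% band of its plate's samples, either direction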
M1 antag – antagonists of rat M1 muscarinic receptor; Muscarinic acetylcholine receptor M1 (Rattus norvegicus), P08482; actives 3.4% (n = 64,000); CHO-M1 cells, Fluo-4 calcium, ACh EC80 antagonist mode; hits give low values; B-score at 10 µM;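 active means calcium fluorescence response, raw or row-and-column corrected B-score, differing from the plate sample mean either way at a set confidence level, mostly lower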
HEK293 NFkB inh – inhibitors of PMA/ionomycin-induced NF-kB reporter, primary screen, antigen receptor NF-kB inhibitor project, cell-based, HEK-293 luciferase reporter, luminescence; HEK-293 NF-kB luciferase reporter; inhibition, % at 3 µM; actives 0.21% (n = 62,000); AID 465, 2006;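 active means inhibition above the mean of all tested compounds plus 3 SD, cut at about 40% in these data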;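 further: 0% = stimulated DMSO wells and 100% = 10 µM reference inhibitor 5653914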
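Material: HEK-293 cells with stable firefly luciferase reporter driven by four HIV NF-kB elements / Also added: PMA plus ionomycin mix as NF-kB-activating stimulus / Compound dosing: 3 µM once, 0.30% DMSO / Times: 1 h pretreatment, 16 h stimulation, 37 °C / Signal: luminescence / Evaluation: per-plate % inhibition versus controls / Benchmarks: DMSO and 10 µM reference inhibitor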
Jurkat viability – cytotoxicity toward Jurkat T cells, primary screen, cytotoxicity control, cell-based, Jurkat E6.1, 60K MLSMR library; actives 1.2% (n = 56,000); AID 463, 2006; inhibition, % at 4 µM; Jurkat E6.1 viability, ATP luminescence, 48 h;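 active means inhibition above the mean inhibition of all tested compounds plus 3 SD, cut at about 28% in these data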
* hit, by the source's call.

Screening O=C(CN1CCOCC1)Nc1ccc(S(=O)(=O)N2CCCCCC2)cc1 returned S1P1 ag pot -1, 5HT1E antag -3, S1P3 ag -0.3, HER2 expr 66K 134, HTR1E agonist 2.0, M1 ag -0.36, M1 antag 0.4, HEK293 NFkB inh -10 and Jurkat viability -2.
For CCOC(=O)N1CCN(C(=O)Cc2ccc(-n3c(=S)[nH]c4ccccc4c3=O)cc2)CC1 the results were 5HT1E antag 0, HER2 expr 66K 112, HTR1E agonist 0.0, M1 ag -0.15, M1 antag 0.17 and HEK293 NFkB inh 16.
For O=S(=O)(Nc1ccc(F)cc1)N1CCCCCC1 the results were S1P1 ag pot -12, 5HT1E antag -2, S1P3 ag -0.5, HER2 expr 66K 104, HTR1E agonist -1.1, M1 ag 0, M1 antag 0.46, HEK293 NFkB inh 15 and Jurkat viability -7.
COc1ccccc1-n1c(=O)c2c3c(sc2n2c(SC(C)C)nnc12)CCC3 was read as S1P1 ag pot -13, 5HT1E antag 9, S1P3 ag -1.8, HER2 expr 66K 153, HTR1E agonist -0.1, M1 ag -0.24 and M1 antag -0.73.
`Cc1cc(NC(=O)c2cc(-c3ccncc3)nc3c(C)cccc23)no1` gave S1P1 ag pot 29, 5HT1E antag 16, S1P3 ag -0.9, HER2 expr 66K 46, HTR1E agonist 2.2, M1 ag 0.35, M1 antag 0.47, HEK293 NFkB inh 31 and Jurkat viability 78*.
Cc1ccc(OCC(O)Cn2c(N3CCOCC3)nc3c2c(=O)[nH]c(=O)n3C)cc1 (centres undefined) was read as S1P1 ag pot -25, 5HT1E antag -4, S1P3 ag -0.7, HER2 expr 66K 90, HTR1E agonist 0.2, M1 ag 1.9, M1 antag 0.073, HEK293 NFkB inh 10 and Jurkat viability 1.
For CCCOC(=O)Nc1ccc(S(=O)(=O)Nn2cnnc2)cc1 the results were S1P1 ag pot 0, 5HT1E antag 1, S1P3 ag -1.2, HER2 expr 66K 75, HTR1E agonist -0.1, M1 ag 0.6, M1 antag -0.59, HEK293 NFkB inh 7 and Jurkat viability 2.
CCOc1ccc(/C(O)=C2/C(=O)C(=O)N(CCN(CC)CC)C2c2ccco2)cc1 (centres undefined) was read as S1P1 ag pot -2, 5HT1E antag 5, S1P3 ag -7.2, HER2 expr 66K 110, HTR1E agonist -1.2, M1 ag 0.063 and M1 antag 0.29.
S=c1[nH]nc(COc2ccc3c(c2)OCO3)n1-c1ccccc1 was read as S1P1 ag pot -6, 5HT1E antag -3, S1P3 ag -0.3, HER2 expr 66K 103, HTR1E agonist 28*, M1 ag -0.41, M1 antag 0.57, HEK293 NFkB inh 14 and Jurkat viability 0.
CN(C)c1nc(SCCOC(=O)COc2ccc(Cl)cc2Cl)nc(N(C)C)n1 was read as S1P1 ag pot -4, 5HT1E antag 9, S1P3 ag -0.6, HER2 expr 66K 63, HTR1E agonist -1.3, M1 ag 2*, M1 antag -1.2, HEK293 NFkB inh 1 and Jurkat viability -6.
`O=C(CCn1c(=O)c2sccc2n(CC(=O)NCc2ccco2)c1=O)NCc1ccccc1` gave S1P1 ag pot 12, 5HT1E antag 9, S1P3 ag -0.1, HER2 expr 66K 89, HTR1E agonist -1.2, M1 ag 0.77, M1 antag 0.41, HEK293 NFkB inh 8 and Jurkat viability 2.
Screening COc1cccc(Nc2ncccc2C(=O)O)c1 returned S1P1 ag pot -4, 5HT1E antag 9, S1P3 ag -0.7, HER2 expr 66K 130, HTR1E agonist -0.2, M1 ag -0.64, M1 antag 0.58, HEK293 NFkB inh -21 and Jurkat viability 4.
`O=C(O)C1C2CCC(C2)C1C(=O)NCc1ccccn1` (centres undefined) gave S1P1 ag pot 11, 5HT1E antag 1, S1P3 ag -0.5, HER2 expr 66K 105, HTR1E agonist 0.0, M1 ag -0.0024, M1 antag 0.1, HEK293 NFkB inh 24 and Jurkat viability 11.
For COc1cccc(CSc2nc3sc(C)c(C)c3c(=O)n2Cc2ccco2)c1 the results were 5HT1E antag 4, HER2 expr 66K 92, HTR1E agonist -0.8, M1 ag 2.9, M1 antag 0.27 and HEK293 NFkB inh 16.
Cn1c(=O)c2c(nc(Sc3ncccn3)n2Cc2ccc(Cl)cc2)n(C)c1=O was read as S1P1 ag pot 0, 5HT1E antag -5, S1P3 ag 0.9, HER2 expr 66K 119, HTR1E agonist 0.2, M1 ag -0.99, M1 antag 0.2, HEK293 NFkB inh 2 and Jurkat viability 9.
CCOC(=O)Cc1c(C)nc2c(-c3ccc(Cl)cc3)c[nH]n2c1=O was read as S1P1 ag pot -1, 5HT1E antag 7, S1P3 ag -0.6, HER2 expr 66K 96, HTR1E agonist 0.0, M1 ag -1.1, M1 antag 0.58, HEK293 NFkB inh 3 and Jurkat viability -6.
For O=C(NC1CCCCC1)c1ccc(N2CCCC2=O)cc1 the results were S1P1 ag pot -14, 5HT1E antag -8, S1P3 ag -0.2, HER2 expr 66K 69, HTR1E agonist 0.0, M1 ag -0.13, M1 antag 1.2, HEK293 NFkB inh 9 and Jurkat viability -9.
For Cc1ccc(C(=O)Nc2ccncc2)o1 the results were 5HT1E antag 2, S1P3 ag -1.4, HER2 expr 66K 65, HTR1E agonist -2.0, M1 ag 0.66, M1 antag 0.47, HEK293 NFkB inh -8 and Jurkat viability 6.
`CN(C)c1ccc(C2N3CC4(C)CN2CC(C)(C3)C4O)cc1` (centres undefined) gave S1P1 ag pot -1, 5HT1E antag 3, S1P3 ag -0.3, HER2 expr 66K 88, HTR1E agonist 0.4, M1 ag -0.45, M1 antag -0.3, HEK293 NFkB inh -8 and Jurkat viability 0.
`COC(=O)c1ccccc1NS(=O)(=O)c1ccc2c3c(cccc13)C(=O)N2` gave S1P1 ag pot -26, 5HT1E antag 0, S1P3 ag -2.4, HER2 expr 66K 82, HTR1E agonist 0.8, M1 ag -0.14, M1 antag -0.73, HEK293 NFkB inh 4 and Jurkat viability 6.

3 entries drawn at random from those above, as already listed:
For O=C(NC1CCCCC1)c1ccc(N2CCCC2=O)cc1 the results were S1P1 ag pot -14, 5HT1E antag -8, S1P3 ag -0.2, HER2 expr 66K 69, HTR1E agonist 0.0, M1 ag -0.13, M1 antag 1.2, HEK293 NFkB inh 9 and Jurkat viability -9.
CCOc1ccc(/C(O)=C2/C(=O)C(=O)N(CCN(CC)CC)C2c2ccco2)cc1 (centres undefined) was read as S1P1 ag pot -2, 5HT1E antag 5, S1P3 ag -7.2, HER2 expr 66K 110, HTR1E agonist -1.2, M1 ag 0.063 and M1 antag 0.29.
`O=C(O)C1C2CCC(C2)C1C(=O)NCc1ccccn1` (centres undefined) gave S1P1 ag pot 11, 5HT1E antag 1, S1P3 ag -0.5, HER2 expr 66K 105, HTR1E agonist 0.0, M1 ag -0.0024, M1 antag 0.1, HEK293 NFkB inh 24 and Jurkat viability 11.

The list continues:
For CCOC(=O)N1CCN(CC(O)COc2ccccc2C(C)C)CC1 (centres undefined) the results were S1P1 ag pot -9, 5HT1E antag -2, S1P3 ag -1.5, HER2 expr 66K 118, HTR1E agonist -0.3, M1 ag 13*, M1 antag -1, HEK293 NFkB inh 13 and Jurkat viability 1.
CCOC(=O)CSc1n[nH]c(-c2ccco2)n1 was read as S1P1 ag pot -25, 5HT1E antag 13, S1P3 ag -1.1, HER2 expr 66K 103, HTR1E agonist -0.3, M1 ag -0.76, M1 antag 0.23, HEK293 NFkB inh 0 and Jurkat viability -2.
Screening O=c1cc(CN2CCOCC2)c2c(ccc3ccccc32)o1 returned S1P1 ag pot -27, 5HT1E antag 18, S1P3 ag -0.8, HER2 expr 66K 81, HTR1E agonist 0.9, HEK293 NFkB inh 18 and Jurkat viability -4.
CCCCOc1ccc(C2CC(=O)N(C)C2=O)cc1 (centres undefined) was read as S1P1 ag pot 5, 5HT1E antag 12, S1P3 ag -2.3, HER2 expr 66K 99, HTR1E agonist -0.2, M1 ag 0.23 and M1 antag 0.53.
`CSc1nc(N)nc(SCC(=O)c2ccccc2)c1C#N` gave S1P1 ag pot -17, 5HT1E antag 24, S1P3 ag 0.1, HER2 expr 66K 81, HTR1E agonist -0.6, M1 ag 0.15, M1 antag 0.074, HEK293 NFkB inh 3 and Jurkat viability -1.
Screening CC(C)CC(=O)Nc1cccc(-c2cn3ccsc3n2)c1 returned S1P1 ag pot 0, 5HT1E antag 2, S1P3 ag -0.7, HER2 expr 66K 84, HTR1E agonist 0.0, M1 ag -0.032, M1 antag 0.23, HEK293 NFkB inh -1 and Jurkat viability 5.
For Cn1nnnc1SCC(=O)NCc1cccc(C(=O)O)c1 the results were S1P1 ag pot 1, 5HT1E antag -7, S1P3 ag -0.9, HER2 expr 66K 89, HTR1E agonist 0.5, M1 ag -0.15, M1 antag 0.4, HEK293 NFkB inh 11 and Jurkat viability 8.
`O=C(C1CCC(CNS(=O)(=O)c2cccs2)CC1)N1CCCCC1` (centres undefined) gave 5HT1E antag -7, HER2 expr 66K 94, HTR1E agonist 0.3, M1 ag -0.47, M1 antag 0.65 and HEK293 NFkB inh 20.
Screening O=C(CCCCCNS(=O)(=O)c1ccc(Br)cc1)NCCN1CCOCC1 returned S1P1 ag pot -20, 5HT1E antag -12, S1P3 ag 1.2, HER2 expr 66K 86, HTR1E agonist 0.3, M1 ag 1.2, M1 antag -0.39, HEK293 NFkB inh -5 and Jurkat viability -3.
N#Cc1c(N)n(C2CCCCC2)c2nc3ccccc3nc12 was read as S1P1 ag pot -64, 5HT1E antag 27, S1P3 ag 6.2, HER2 expr 66K 92, HTR1E agonist 7.4, M1 ag -0.12, M1 antag 0.5, HEK293 NFkB inh 4 and Jurkat viability 5.
Screening COc1ccc(CCn2c(-c3ccco3)nc3oc4ccccc4c(=O)c3c2=O)cc1 returned S1P1 ag pot -5, 5HT1E antag -3, S1P3 ag -2.3, HER2 expr 66K 84, HTR1E agonist -1.1, M1 ag 0.11, M1 antag -0.63, HEK293 NFkB inh 14 and Jurkat viability 2.
N#Cc1c(C(F)(F)F)cc(-c2ccco2)nc1SCc1ccncc1 was read as S1P1 ag pot 15, 5HT1E antag 16, S1P3 ag -0.5, HER2 expr 66K 52, HTR1E agonist 0.7, M1 ag -0.55, M1 antag 0.11, HEK293 NFkB inh 16 and Jurkat viability 7.
